Bioassay records as filed in PubChem BioAssay.
GSTO1 inh = blocks human GSTO1 in RBBP9 counter-screen. 300,000 tested, 1.1% active. recombinant GSTO1, activity-based probe fluorescence polarization. P78417. inhibition, % at 5.96 µM;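 active = inhibition above the campaign mean inhibition plus 3 SD, cut at about 35% in these data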;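 also: 0% = GSTO1-1 with DMSO and 100% = wells lacking GSTO1-1 enzyme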
Target sequence (P78417 whole entry, looked up): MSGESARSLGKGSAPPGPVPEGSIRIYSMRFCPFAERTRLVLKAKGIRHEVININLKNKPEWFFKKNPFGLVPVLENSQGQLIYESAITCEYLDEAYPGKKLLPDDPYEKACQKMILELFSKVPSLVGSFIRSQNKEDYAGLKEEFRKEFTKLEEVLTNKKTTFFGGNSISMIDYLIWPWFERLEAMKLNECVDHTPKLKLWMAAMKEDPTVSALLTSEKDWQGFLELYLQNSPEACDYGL
PAD4 inh = inhibitors of human PAD4; Q9UM07; recombinant PAD4, RCA probe fluorescence polarization; inhibition, % at 6.36 µM; 330,000 tested, 0.41% active; AID 485272;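 active = percent inhibition above a cutoff equal to the mean of all tested compounds plus 3 SD, cut at about 15% in these data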;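 also: 0% = PAD4 with RCA probe and DMSO and 100% = probe without PAD4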
pPAFAH inh = inhibitors of human plasma PAF acetylhydrolase (pPAFAH). AID 463082. 330,000 tested, 1.5% active. Q13093. inhibition, % at 3.39 µM. recombinant pPAFAH, FP-rhodamine probe fluorescence polarization;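 active = inhibition above the mean inhibition across the screen plus 3 SD, cut at about 25% in these data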;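 also: inhibitors block binding of the rhodamine activity-based probe so polarization drops; 0% = enzyme with DMSO and 100% = wells lacking pPAFAH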
PAFAH1B3 FP inh = blocks human PAF acetylhydrolase 1B catalytic subunit 3. inhibition, % at 3.39 µM. 340,000 tested, 0.28% active. recombinant PAFAH1B3, FP-rhodamine probe, fluorescence polarization. Q15102;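 active = inhibition above the screen-wide average of all tested compounds plus 3 SD, cut at about 25% in these data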;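 also: 0% = enzyme with DMSO only and 100% = wells lacking PAFAH1B3 protein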
Target sequence (Q15102 whole entry, looked up): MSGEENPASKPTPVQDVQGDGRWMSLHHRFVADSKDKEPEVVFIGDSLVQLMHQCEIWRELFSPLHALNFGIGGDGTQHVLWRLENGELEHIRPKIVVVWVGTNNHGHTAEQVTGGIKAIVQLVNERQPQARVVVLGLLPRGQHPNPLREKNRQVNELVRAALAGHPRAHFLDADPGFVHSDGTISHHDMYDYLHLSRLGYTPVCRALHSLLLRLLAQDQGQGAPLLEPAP
PAFAH2 FP inh = inhibitors of human PAFAH2; Q99487; recombinant PAFAH2, FP-rhodamine activity probe, fluorescence polarization; 340,000 tested, 0.99% active; inhibition, % at 3.39 µM; AID 492956;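 active = inhibition above the mean over all tested compounds plus 3 SD, cut at about 30% in these data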;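 also: inhibitors block probe labeling of enzyme so polarization drops; 0% = enzyme with DMSO and 100% = wells lacking PAFAH2 protein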
LYPLA1 inh = LYPLA1 (human) inhibition in PME1 counter-screen; O75608; recombinant LYPLA1, FP-Rh probe fluorescence polarization; inhibition, % at 5.9 µM; 320,000 tested, 0.16% active; AID 2174;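 active = inhibition above the mean of all tested compounds plus 3 SD, set per campaign, cut at about 14% in these data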;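 also: inhibitors block serine hydrolase probe labeling of LYPLA1 so polarization falls; 0% = enzyme with DMSO and 100% = wells lacking LYPLA1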
Target sequence (O75608 whole entry, looked up): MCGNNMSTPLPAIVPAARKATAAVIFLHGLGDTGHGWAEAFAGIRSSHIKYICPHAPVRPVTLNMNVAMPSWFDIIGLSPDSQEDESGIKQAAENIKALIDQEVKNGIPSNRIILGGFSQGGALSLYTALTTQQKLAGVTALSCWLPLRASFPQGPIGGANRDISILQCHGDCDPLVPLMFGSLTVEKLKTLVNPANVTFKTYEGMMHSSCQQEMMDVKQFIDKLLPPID
PREPL inh = inhibits the human prolyl oligopeptidase-like enzyme; Q4J6C6; recombinant PREPL, fluorescence polarization activity-based probe; inhibition, % at 5.96 µM; 320,000 tested, 0.68% active; in the data active = inhibition above about 43%;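 also: 0% = enzyme with DMSO and 100% = wells lacking enzyme; many of its hits are not listed in these tables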
PAFAH1B2 FP inh = inhibitors of human PAFAH1B2; P68402; AID 492953; 340,000 tested, 1.2% active; recombinant PAFAH1B2, FP-rhodamine activity probe, fluorescence polarization; inhibition, % at 3.39 µM;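 active = inhibition above the mean of all tested compounds plus 3 SD, cut at about 24% in these data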;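 also: 0% = enzyme with DMSO and 100% = wells lacking PAFAH1B2; many of its hits are not listed in these tables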
Target sequence (P68402 whole entry, looked up): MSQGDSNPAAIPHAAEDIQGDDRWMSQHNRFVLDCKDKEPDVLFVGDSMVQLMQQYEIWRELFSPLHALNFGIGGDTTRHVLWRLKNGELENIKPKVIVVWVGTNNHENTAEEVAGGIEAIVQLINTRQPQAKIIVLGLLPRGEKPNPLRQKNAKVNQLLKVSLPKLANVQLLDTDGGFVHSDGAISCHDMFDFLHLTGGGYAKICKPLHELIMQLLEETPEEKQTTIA
LYPLA2 inh = counter-screen for PME1 inhibitors: inhibitors of human LYPLA2; recombinant LYPLA2, FP-Rh probe fluorescence polarization; inhibition, % at 5.9 µM; 320,000 tested, 0.38% active;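 active = inhibition above the screen-wide mean plus 3 SD, limit set per campaign, cut at about 26% in these data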;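 also: 0% = LYPLA2 with DMSO and 100% = wells lacking LYPLA2 enzyme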
The depositor's hits bear a star; x = not tested or not shown. These rows are one share of the data; rates above refer to the full screens.

Values run as follows: GSTO1 inh	PAD4 inh	pPAFAH inh	PAFAH1B3 FP inh	PAFAH2 FP inh	LYPLA1 inh	PREPL inh	PAFAH1B2 FP inh	LYPLA2 inh
> CC12CCC(=O)N1C(C(=O)Nc1cc(C(F)(F)F)ccc1N1CCCCC1)CS2 (centres undefined)
→ 5	0	5	4	9	0	1	3	5
> CN(C)CCOc1ccccc1C(C)(C)C
→ -3	-4	3	-1	-14	1	-8	-8	-3
> COc1ccccc1NC(=O)COc1ccc(/C=N/NC(=O)CSCc2cc(C)cc(C)c2)cc1
→ -1	-5	1	0	5	-4	-16	-5	-5
> COc1ncnc(OC)c1NC(=O)c1ccc(F)cc1
→ 2	1	-2	1	4	1	11	1	7
> O=C(OCc1ccccc1)c1cccc(-c2nnn(Cc3ccccc3)n2)c1
→ 0	-1	-5	-10	-5	-4	2	1	-5
> CCC(CC)C(=O)Nc1nnc(SCC(=O)NC2CCCCC2)s1
→ -6	2	3	1	-1	-3	-5	-4	-2
> O=C(CSc1ccc(-c2cccc([N+](=O)[O-])c2)nn1)NC1CCCC1
→ -4	-3	1	-5	4	-4	18	2	-1
> COC(=O)c1cc(S(=O)(=O)N2CCCC(C)C2)cn1C (centres undefined)
→ 2	-2	3	7	-1	7	-2	4	5
> Cc1cc(Cl)c2oc(C(=O)N3CCN(C(=O)c4ccco4)CC3)c(C)c2c1
→ 5	-4	4	-5	10	-2	2	0	-4
> COc1cc(NC(=O)C(C)Oc2ccccc2)c(C(=O)O)cc1OC (centres undefined)
→ -7	-4	6	2	5	4	0	4	3
> Cc1nc(N2CCN(C)CC2)c2c(C)c(C(=O)Nc3ccc(F)cc3)sc2n1
→ 6	-4	-2	-3	1	-4	6	-1	2
> CCc1nnc(NC(=O)Cc2cc(OC)c(OC)c(OC)c2)s1
→ 1	-1	-2	9	5	0	7	2	6
> CCOC(=O)C(NCCc1ccccc1F)(NC(C)=O)C(F)(F)F (centres undefined)
→ -2	6	-1	2	-12	3	1	-1	7
> CC1(C)CC(=O)N(c2ccccc2)C1(C)O (centres undefined)
→ -3	0	2	3	0	0	6	6	4
> CCCc1cc(=O)[nH]c(SCC(=O)NC)n1
→ 8	1	4	2	-1	2	7	-2	6
> COc1ccc(N2C(=O)C3NN=C(C(=O)OCc4ccccc4)C3C2=O)cc1 (centres undefined)
→ 1	2	5	1	3	3	0	6	1
> CC(=C/c1ccccc1)/C=N/n1cnnc1
→ 0	0	-5	2	0	4	-9	4	-1
> C=C1CSc2nc(=O)c3c4c(sc3n21)CCCC4
→ 3	3	1	3	8	-1	24	-5	4
> CCc1ccc(C2=C/C(=C/c3cccnc3)C(=O)O2)cc1
→ 2	1	7	4	2	-1	1	3	6
> CN1CCC(N(C)C(=O)c2ccc(Cl)c(S(=O)(=O)N(C)c3ccc(Cl)cc3)c2)CC1
→ x	1	-1	1	3	x	21	12	x
> Cc1cc(OCC(=O)NCC2CCC(C(=O)O)CC2)c2c(C)cc(=O)oc2c1 (centres undefined)
→ -6	2	8	5	-2	-1	0	4	2
> COc1ccccc1OCCNC(=O)CCNC(=O)c1ccccc1OC
→ x	-4	5	6	6	4	2	7	2
> CC(=O)Oc1ccc(-c2csc(Nc3ccc(S(N)(=O)=O)cc3)n2)cc1
→ 4	5	10	9	-2	-2	7	1	6
> CCCCn1c(SCC(=O)Nc2cc(C(F)(F)F)cc(C(F)(F)F)c2)nnc1C(CC)N(C)C (centres undefined)
→ 5	0	8	15	-6	-2	11	2	3
> COC(=O)c1cc(-c2ccc(OC)cc2)nc2nc(SC)[nH]c(=O)c12
→ 2	3	-1	15	-6	3	4	1	-6
> O=S(=O)([O-])CCC[N+]1(CC#Cc2ccccc2)CCCCC1
→ 10	-1	-2	4	6	-2	5	0	2
> CC(=O)c1cc(-c2ccccc2)n(CC(=O)NC2CCCC2)c1C
→ 6	0	3	7	7	1	4	7	1
> O=C(CSc1cn[nH]n1)Nc1nc2ccccc2s1
→ 4	-6	1	13	9	1	-20	-1	3
> CC(C)c1ccc(C(=O)NCCCc2ccccc2)cc1
→ 3	-4	3	3	-12	-2	-27	-2	-2
> O=S(=O)(NCCc1ccccc1)c1cccc2nsnc12
→ 3	3	1	10	8	-4	-3	5	2
> CCOC(=O)CC(=O)CSc1nc2cc(C)ccc2cc1C
→ -11	0	5	11	4	-3	4	6	2
> O=S(=O)(CCc1ccccc1)/N=C/c1cccs1
→ 4	-3	4	1	9	4	2	2	3
> O=C(NCCc1ccccc1)c1cccc(Br)c1
→ 1	-3	4	8	1	-4	24	-2	-5
> CCCN1Cc2cccc(C(=O)NCc3ccccc3)c2C1=O
→ 0	2	3	7	-2	2	13	1	6
> S=C(NCc1ccc(Cl)c(Cl)c1)Nc1ccc2c(c1)OCO2
→ 2	1	-1	6	3	-5	21	0	1
> COc1ccc(-c2nn(CCC(=O)O)cc2/C=C2\SC(N)=NC2=O)cc1
→ -4	-2	-3	16	3	-4	7	4	-7
> Cc1ccccc1NC1C=CS(=O)(=O)C1 (centres undefined)
→ -2	4	2	5	1	-4	14	6	-9
> CN(C(=O)c1ccc(NC(=O)Cc2cccc(NC(=O)C3CCN(C(=O)CCc4ccccc4)CC3)c2)cc1)C1CCCC1
→ x	-2	3	-3	-6	-1	1	-3	-10
> COc1ccc(COc2ncnc3ccc(Br)cc23)cc1F
→ 1	-1	5	3	-7	-1	-21	-1	6
> COc1ccc(-c2c(-c3cc(OC)cc(OC)c3)n(C)c3ccc(-c4cc(F)cc(OC)c4)cc23)cc1
→ x	-4	2	-2	2	-1	0	5	-6
> COc1ccc(-n2cc(CNCCCn3ccnc3)c(-c3cccc(F)c3)n2)cc1
→ -7	-8	-5	2	-2	0	-8	6	-3
> Cc1ccc(N2C(=O)/C(=C/c3cccnc3)SC2=S)cc1
→ 8	-9	-4	-1	1	-3	-7	2	-5
> CC(C)CCNC(=O)c1c[nH]c2ccc(S(=O)(=O)N3CCC4(CC3)OCCO4)cc2c1=O
→ -28	-1	1	-17	-1	-5	0	-3	-6
> CC(/C=C/c1ccccc1)=N\NC(=O)c1ccc2c(c1)OCCO2
→ 5	4	6	7	-1	-1	0	4	-2
> O=CN1CCN(S(=O)(=O)c2ccc(Cl)c(C(=O)O)c2)CC1
→ 4	-1	1	4	6	4	2	1	2
> CC(C)[C@H](NC(=O)[C@@H]1Cc2ccccc2CN1)C(=O)NC1CCCCC1
→ 3	-1	1	8	1	0	22	5	7
> Cc1oc(C(C)(C)C)cc1C(=O)N1CCN(c2ccc(C(F)(F)F)cn2)CC1
→ 7	6	-1	7	3	3	11	4	1
> Cc1ccc(S(=O)(=O)NN2C(=O)/C(=C/c3cccn3C)SC2=S)cc1
→ 18	-6	61*	x	x	-3	2	x	0
> CCc1nnc(NC(=O)c2c(-c3ccccc3)noc2C)s1
→ -1	-2	-6	-1	9	2	-5	-3	2
> CN(C)S(=O)(=O)c1cc(NC(=O)COC(=O)CC2Sc3ccccc3NC2=O)ccc1Cl (centres undefined)
→ x	-11	15	1	0	x	22	-6	x
> CCc1ccccc1NC(=O)CCOc1ccccc1
→ 0	1	4	6	-2	0	-4	8	1
> O=C(NCc1ccccc1)c1ccc2nc(-c3ccco3)c(-c3ccco3)nc2c1
→ 67*	-13	71*	12	29	-17	61*	15	-5
> CC(=O)Nc1ccc(Oc2cnccn2)cc1
→ -1	-2	3	0	-5	1	25	3	-2
> CCN1CCN(C(=O)CSc2ccc(C)cc2)CC1
→ 2	1	-1	6	8	-1	-3	9	-2
> COC(=O)C(Cc1c[nH]c2ccccc12)NC(=O)C1CC1 (centres undefined)
→ -8	-1	-1	7	-5	4	2	2	-3
> CCOC(=O)c1[nH]c(C)c(C(=O)Nc2ccc(C)cc2C)c1C
→ -3	-8	-1	6	3	2	6	8	-1
> Cc1ccc2oc(C(=O)N3CCC(C(N)=O)(N4CCCCC4)CC3)c(C)c2c1
→ 7	-3	0	11	-5	-1	-4	0	-5
> CC(C)CCn1c2ccccc2c2cc(CC(N)=O)ccc21
→ -3	-4	11	4	3	-6	-8	-1	-5
> O=C(CCC(=O)c1ccccc1)NCc1ccccc1
→ 4	-1	3	2	0	3	-2	5	5
> COc1ccc(CCNC(=O)/C(=C/c2cccnc2)NC(=O)c2ccccc2)cc1OC
→ 2	2	1	8	4	-1	2	0	2

Brought forward from above: five compounds; new compounds follow.
SMILES	GSTO1 inh	PAD4 inh	pPAFAH inh	PAFAH1B3 FP inh	PAFAH2 FP inh	LYPLA1 inh	PREPL inh	PAFAH1B2 FP inh	LYPLA2 inh
CCOC(=O)c1[nH]c(C)c(C(=O)Nc2ccc(C)cc2C)c1C	-3	-8	-1	6	3	2	6	8	-1
Cc1ccc2oc(C(=O)N3CCC(C(N)=O)(N4CCCCC4)CC3)c(C)c2c1	7	-3	0	11	-5	-1	-4	0	-5
CC(C)CCn1c2ccccc2c2cc(CC(N)=O)ccc21	-3	-4	11	4	3	-6	-8	-1	-5
O=C(CCC(=O)c1ccccc1)NCc1ccccc1	4	-1	3	2	0	3	-2	5	5
COc1ccc(CCNC(=O)/C(=C/c2cccnc2)NC(=O)c2ccccc2)cc1OC	2	2	1	8	4	-1	2	0	2
O=[N+]([O-])c1c(NCCCO)cc(Sc2ccc(Cl)cc2)c2nonc12	1	0	-1	8	-1	3	-3	2	-1
O=C(C1=C[C@H](C2CCCCC2)C[C@H](OCc2ccc(CO)cc2)O1)N1CCN(Cc2ccccc2)CC1	9	-1	2	3	1	-3	21	2	3
COc1ccc(F)cc1S(=O)(=O)Nc1ccc2c(c1)OCO2	7	0	4	1	-2	1	-4	4	1
Nc1ccnn1Cc1cccs1	2	2	1	1	-9	6	-3	3	6
CN(C)S(=O)(=O)c1ccc(Cl)c(C(=O)Nc2cccc([N+](=O)[O-])c2)c1	8	2	-2	12	6	-4	12	8	-5
Cc1cc(NC(=O)CCCn2ccc([N+](=O)[O-])n2)n(Cc2ccc(F)cc2)n1	-2	-4	9	9	-1	-1	4	6	3

An excerpt of these results, with each value named:
> COc1ccccc1OCCNC(=O)CCNC(=O)c1ccccc1OC
- GSTO1 inh = x
- PAD4 inh = -4
- pPAFAH inh = 5
- PAFAH1B3 FP inh = 6
- PAFAH2 FP inh = 6
- LYPLA1 inh = 4
- PREPL inh = 2
- PAFAH1B2 FP inh = 7
- LYPLA2 inh = 2

> CC1(C)CC(=O)N(c2ccccc2)C1(C)O (centres undefined)
- GSTO1 inh = -3
- PAD4 inh = 0
- pPAFAH inh = 2
- PAFAH1B3 FP inh = 3
- PAFAH2 FP inh = 0
- LYPLA1 inh = 0
- PREPL inh = 6
- PAFAH1B2 FP inh = 6
- LYPLA2 inh = 4
